Screening results: PubChem BioAssay, several laboratories
Mtb FBA inh – inhibits M. tuberculosis FBA enzyme. P9WQA3. purified M. tuberculosis FBA, fluorescence read-out. inhibition, % at 1 µM. 2.3% of 360,000 active; in the data active = inhibition above about 27%;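 note: 0% = vehicle and 100% = reference inhibitor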
Mtb UGM inh – inhibitors of M. tuberculosis UDP-galactopyranose mutase; P9WIQ1; purified UGM, fluorescence polarization probe displacement; inhibition, % at 10 µM; 0.06% of 320,000 active; in the data active = inhibition above about 10%, passing the limit was not always enough; inconclusive = no clear call, values can overlap the other calls
Y pestis TopoI – blocks Yersinia pestis topoisomerase I activity | 0.064% of 360,000 active | activity, % at 10 µM | Y. pestis Topo-I cleavage product accumulation, plate reader | AID 504884; in the data active = activity above about 50%, passing the limit was not always enough; inconclusive = no clear call, values can overlap the other calls; note: inactives centre near 2
Mtb BioA inh – BioA (M. tuberculosis) enzyme inhibition | 0.096% of 360,000 active | inhibition, % at 9.99 µM | AID 602481 | purified M. tuberculosis BioA enzyme, plate reader; in the data active = inhibition above about 40%; inconclusive = no clear call, values can overlap the other calls
PfHsp40 rescue – restores yeast growth despite PfHsp40 toxicity; S. cerevisiae expressing PfHsp40, growth rescue, ATP luminescence; growth rescue, % at 12.5 µM; 0.68% of 340,000 active; AID 504582; in the data active = growth rescue above about 28%, passing the limit was not always enough; inconclusive = no clear call, values can overlap the other calls;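 note: yeast W303a lacking pdr1 and pdr3 grown in galactose medium; growth measured after three days at 30 °C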
GDH-TPI counter – inhibits GDH-TPI coupling enzymes, artifact for Mtb FBA screen | GDH-TPI coupled enzyme counterscreen, NADH absorbance | inhibition, % at 4.8 µM | 1.2% of 360,000 active; in the data active = inhibition above about 30%;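 note: 0% = DMSO wells and 100% = wells lacking the enzyme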
FadD28 FP inh – M. tuberculosis FadD28 bisubstrate binding inhibition; FadD28 bisubstrate probe binding, fluorescence polarization; inhibition, % at 12.5 µM; 0.22% of 360,000 active; AID 588549; in the data active = inhibition above about 8.5%, passing the limit was not always enough; inconclusive = no clear call, values can overlap the other calls
BH1578 lux ind – inducers of Vibrio cholerae quorum light production without autoinducers; V. cholerae BH1578 lux reporter, luminescence, 6 h; activation, % at 18.7 µM; 0.16% of 350,000 active; AID 588436; in the data active = activation mostly above about 9.7%, no sharp cut-off; inconclusive = no clear call, values can overlap the other calls; inactive = mostly below about 3.7%; note: not every result past the cut was called active; inactives centre near 0; reference of the scale not given here
TcdB inh – inhibitors of Clostridioides difficile toxin B glycohydrolase; TcdB glycohydrolase enzymatic assay, plate reader; 0.24% of 350,000 active; AID 652162; inhibition, % at 9.99 µM; P18177; in the data active = inhibition above about 10%
* marks the source's active call; other numbers are inactive results; i = inactive; ? = inconclusive; / = not tested or not shown; & = joins results of further samples.

SMILES	Mtb FBA inh	Mtb UGM inh	Y pestis TopoI	Mtb BioA inh	PfHsp40 rescue	GDH-TPI counter	FadD28 FP inh	BH1578 lux ind	TcdB inh
C=CCn1c(=O)c(C(=O)NCc2ccc3c(c2)OCO3)c(O)c2cc(OC)c(OC)cc21	-3	0.9	1	-2.1	-0.2	-3	-3.3	-0.7	0.6
Cc1ccc(NCc2nnc(SCCN3CCCCC3)n2CC2CCCO2)c(C)c1 (stereo unspecified)	-2	-2.1	13	-1.1	-0.5	10	-1.8	i	/
CCOC(=O)C(C)n1cnc2c(nnn2-c2ccccc2)c1=O (stereo unspecified)	-3	0.8	-2	-0.8	0.9	-2	0.4	-0.2	/
COc1ccccc1-n1c(SCC(=O)N2CCOCC2)nc2ccccc2c1=O	0	-2.7	7	15	0.2	1	0.1	-0.8	0.9
CC(=O)NC(CC(=O)OCC(=O)N1c2ccccc2NC(=O)C1(C)C)c1ccccc1 (stereo unspecified)	0	-1.5	3	-0.7	-1.1	8	0.5	-5.5	1.6
CN(CC(=O)Nc1cccc(F)c1)C(=O)c1ccncc1	1	0.6	-3	2.0	-1.3	0	-1.3	i	-0.9
Cc1ccc(-n2c(SCC(=O)N3CCOCC3)nnc2-c2cccnc2)cc1	-1	-4.1	2	/	0.6	12	0.7	0.6	0.0
CC12CCC(=O)N1C(C(=O)OCC(=O)Nc1ccc(Cl)c(Cl)c1)CS2 (stereo unspecified)	1	-2.4	10	/	-1.7	0	-3.1	-0.3	-0.2
O=C(CNC(=O)c1cccc(F)c1)N/N=C/c1ccc([N+](=O)[O-])s1	0	0.4	-6	/	-0.1	21	1.0	-0.3	/
CC(C)(C)c1ccc(OCCCN2CCCC2)cc1	1	0.0	3	-0.5	1.0	-2	-1.2	i	0.1
CCC(CO)Oc1cc(NC(=O)c2cccc(C)c2)c2ncn(C(C)C)c2c1 (stereo unspecified)	2	-3.2	14	1.9&-0.2	-0.2	11	0.1	-0.5	1.3
CCOc1ccc(N2C(=O)CCC2=O)cc1	-1	-1.7	0	0.9	-0.7	5	0.1	i	/
CCc1nc2cc([N+](=O)[O-])c([N+](=O)[O-])cc2[nH]1	3	0.5	-5	5.0	0.6	7	-1.1	-0.2	-2.3
CCCC1(C(=O)OCC)NC(c2ccc(O)cc2)C2C(=O)N(c3ccc4c(c3)OCCO4)C(=O)C21 (stereo unspecified)	0	0.7	1	-0.7	-0.1	-6	-3.7	-11	3.0
CC(=NCCC1=CCCCC1)c1c(O)[nH]c(=O)[nH]c1=O	3	6.7	13	1.5	0.5	11	-0.7	i	/
N#C/C(=C\c1ccc(-c2ccc(F)cc2)o1)C(=O)Nc1nc(-c2cccs2)cs1	-4	1.2	-13	/	-0.2	12	-1.2	0.2	0.4
O=C1CC(Sc2ncccn2)C(=O)N1c1ccccc1 (stereo unspecified)	-2	-3.0	1	-1.7	0.1	-1	-3.0	i	-1.6
Cc1ccc(C)c(S(=O)(=O)NCc2ccc(C(=O)N3CCCCCC3)cc2)c1	2	-0.1	5	3.6	-0.8	6	-0.5	-0.2	/
O=C(Nc1cccc(-c2nnco2)c1)c1cccs1	4	5.1	-1	/	-0.1	6	0.1	0.8	0.6
Cc1nc2ccccc2c(=O)n1/N=C/c1ccccn1	-1	-1.0	4	0.8	0.0	3	-1.2	-5.0	/
CCCCCc1nnc(NC(=O)OCCC)s1	1	1.8	23	-2.3	1.7	7	0.1	-0.3	/
CCOc1ccc2[nH]c(=O)c(CN(Cc3cccnc3)C(=O)Nc3ccccc3OC)cc2c1	5	-1.4	21	-1.3	-1.4	22	0.2	-0.2	/
CCCC(C)n1[nH]c(=O)c2c1NC(=O)CSC2c1ccc(OC)c(OC)c1 (stereo unspecified)	1	1.2	6	1.1	0.2	3	-3.4	-3.8	/
Cc1cccc(CCNC(=O)CC2C(=O)NCCN2Cc2ccccc2C)n1 (stereo unspecified)	2	-0.2	7	0.0	-1.1	-13	-3.5	i	0.8
O=C(CSc1nc2ccc(Cl)cc2[nH]1)Nc1ccc2[nH]c(=O)[nH]c2c1	6	0.1	-6	/	-0.8	13	-2.8	i	0.9
CCOC(=O)N1CCN(C(=O)/C(=C/c2cccc3ccccc23)NC(=O)c2ccc(OC)cc2)CC1	0	2.2	20	-0.4	0.0	16	-1.3	-0.2	-0.5
O=C(O)c1ccc(C2SCC(=O)N2Cc2ccccc2)cc1 (stereo unspecified)	-4	2.3	9	-0.9	0.1	-8	-3.3	i	/
CC(C)n1nc(C(=O)Nc2cccc(S(=O)(=O)NCc3ccco3)c2)c2ccccc2c1=O	2	-0.5	13	/	0.7	5	-4.5	2.4	-0.5
Cc1cc(OCC(=O)Nc2ccccc2C(N)=O)c2c(C)cc(=O)oc2c1	9	0.3	-1	0.6	-1.2	0	0.2	-0.6	0.7
COc1ccc(CNC(=O)C(OC(C)=O)c2ccccn2)cc1 (stereo unspecified)	0	4.3	2	-0.2	0.2	-2	-0.3	6.2	/
O=C(NCc1cccnc1)/C(=C/c1ccc(-c2cccc(Cl)c2)o1)S(=O)(=O)c1ccccc1	1	2.7	4	/	-0.9	5	-2.0	i	/
Cc1cc2nc(CN(C)Cc3c(C(=O)N(C)C)nc4ccc(Cl)cn34)[nH]c2cc1C	1	0.6	-4	/	-0.5	8	1.2	-0.1	0.6
S=C(Nc1cccc(Cl)c1)N1CCOCC1	7	1.5	2	0.5	0.7	7	0.3	1.6	0.8
CCCCN(C(C)=O)c1c(CC)nc2ccc(C(=O)NCCOc3ccc(OC)cc3)cn12	7	/	6	-1.7	/	8	2.2	-1.1	1.1
N#Cc1c(C(F)(F)F)cc(-c2cccs2)nc1SCc1cccnc1	16	0.1	8	-0.5	-1.0	4	0.0	-0.4	/
COc1ccc(C(=O)/C=C/c2ccccc2)c(O)c1	1	-1.0	-3	0.8	1.2	8	-4.7	-0.5	0.0
Cc1c(NC(=S)N/C(=N/S(=O)(=O)c2ccccc2)c2ccccc2)c(=O)n(-c2ccccc2)n1C	0	0.5	2	-0.1	-1.6	-3	-0.5	i	0.8
COc1cccc(/C=C/C(=O)NNC(=O)c2cc(C)oc2C)c1	3	-2.3	-3	0.9	0.0	-1	-3.4	-0.6	3.1
COc1ccc(N(Cc2ccccc2)S(=O)(=O)c2cccc(C(=O)NCC3CCCO3)c2)cc1 (stereo unspecified)	4	/	14	-0.6	-0.3	1	-1.4	-1.2	1.2
Cc1ccc(S(=O)(=O)NC23CC4CC(CC(C4)C2)C3)cc1	-1	2.1	20	-1.0	107*	13	-2.5	-3.2	0.9

The list goes on, starting with the last five of the part before.
SMILES	Mtb FBA inh	Mtb UGM inh	Y pestis TopoI	Mtb BioA inh	PfHsp40 rescue	GDH-TPI counter	FadD28 FP inh	BH1578 lux ind	TcdB inh
COc1ccc(C(=O)/C=C/c2ccccc2)c(O)c1	1	-1.0	-3	0.8	1.2	8	-4.7	-0.5	0.0
Cc1c(NC(=S)N/C(=N/S(=O)(=O)c2ccccc2)c2ccccc2)c(=O)n(-c2ccccc2)n1C	0	0.5	2	-0.1	-1.6	-3	-0.5	i	0.8
COc1cccc(/C=C/C(=O)NNC(=O)c2cc(C)oc2C)c1	3	-2.3	-3	0.9	0.0	-1	-3.4	-0.6	3.1
COc1ccc(N(Cc2ccccc2)S(=O)(=O)c2cccc(C(=O)NCC3CCCO3)c2)cc1 (stereo unspecified)	4	/	14	-0.6	-0.3	1	-1.4	-1.2	1.2
Cc1ccc(S(=O)(=O)NC23CC4CC(CC(C4)C2)C3)cc1	-1	2.1	20	-1.0	107*	13	-2.5	-3.2	0.9
CNC(=S)Nc1cccc([N+](=O)[O-])c1	0	-0.8	-5	-0.1	0.4	3	1.2	i	0.3
O=C(CC(c1ccccc1)c1ccco1)N1CCCCC1 (stereo unspecified)	5	3.0	1	/	-0.8	4	-3.0	i	/
COc1ccc(C(=O)NCCCNC(=O)c2ccccn2)cc1	2	-4.5	1	1.4	0.3	-4	0.9	0.6	-0.4
O=C(Nc1ccc(F)cc1)Nc1ccccc1N1CCCCC1	3	-1.1	-4	0.9	-1.3	3	-2.2	-0.3	1.3
COC(=O)C(CC(=O)c1ccc(Cl)cc1)c1ccc(C(C)C)cc1 (stereo unspecified)	1	0.9	?	-2.0	0.2	-3	-0.7	i	/
CC(=O)NC1=NC(=O)/C(=C/c2cc(C)n(-c3ccc(NC(C)=O)cc3)c2C)S1	-6	-1.6	4	0.7	2.6	14	0.3	-0.2	-0.5
Brc1c(-c2ccccc2)nc2n1Cc1ccccc1-2	-1	1.3	12	-2.4	6.8	-17	-4.6	i	1.9
O=C(COc1ccc(Cl)cc1)N(c1ccccc1Cl)C1CN2CCC1CC2 (stereo unspecified)	0	1.9	-2	/	-0.1	10	-2.9	-1.0	2.5
COc1ccc(C)cc1NC(=O)C1CCN(S(=O)(=O)c2cccc3nonc23)CC1	-1	-0.7	9	-3.0	-1.8	-4	-3.0	-0.4	1.7
O=C(Nc1ccccc1)C1=C[C@@H](C2CC2)C[C@@H](OCc2ccc(CO)cc2)O1	-1	-0.2	2	0.3	3.0	8	0.1	i	0.7
CCCOc1cccc(C(=O)Nc2cc(NC(=O)c3ccco3)ccc2OC)c1	-10	0.7	-1	2.0	4.3	12	-3.4	-1.5	/
O=C(CCN1C(=O)c2ccccc2C1=O)N1CCOCC1	-1	0.1	0	-3.2	-3.1	4	-0.4	i	/
Cc1cnc2nc(-c3ccccc3)ccc2c1	3	/	/	1.6	/	/	-1.3	/	2.0
CN(C)CC[C@@H](c1ccc(Br)cc1)c1ccccn1	6	-1.2	-9	0.3	1.7	1	-0.1	-0.3	0.8
O=C(NC1CCCCCC1)c1ccc(N2CCCC2=O)cc1	-1	0.7	-1	1.5	-0.3	8	-0.5	-0.2	/
CCOC(=O)CSc1nnc(-c2c[nH]c3ccccc23)o1	-1	0.7	6	-0.2	-0.8	-5	0.0	i	0.2
COc1ccc(CCn2c(C(C)C)nc3oc4ccccc4c(=O)c3c2=O)cc1	0	3.1	16	/	0.9	4	-3.0	-1.4	0.5
O=C(O)c1cc(-c2ccc(Cl)cc2)n(-c2cccc(Cl)c2)n1	2	1.4	2	1.9	0.9	-11	-6.4	0.0	-0.9
C[C@H](CO)N1C[C@H](C)[C@@H](CN(C)C(=O)Nc2ccc3c(c2)OCO3)Oc2c(NC(=O)Cc3ccccc3)cccc2C1=O	2	/	1	-1.2	-0.8	-1	-0.8	i	0.2
CCOC(=O)c1c(/N=C/c2c(O)n(-c3cccc(C)c3)c(=O)[nH]c2=O)sc2c1CCCC2	4	-4.6	-2	/	-0.2	1	-4.3	0.3	/
CN(CC(=O)N1CCOCC1)C(=O)CSc1nc2ccccc2s1	-2	1.5	0	/	0.0	2	0.3	-0.3	-1.5
O=C(C1CCN(S(=O)(=O)N2CCC3(CC2)OCCO3)CC1)N1CCOCC1	-1	-0.9	6	-0.4	-1.2	-1	0.3	3.2	/
CC1Cc2cccc3ccc(=O)n(c23)C1 (stereo unspecified)	7	/	0	/	0.2	13	-0.4	-2.3	1.0
O=C1C2C3C=CC(C3)C2C(=O)N1c1ccccc1OS(=O)(=O)c1ccccc1 (stereo unspecified)	-1	1.8	-4	-0.9	-1.6	-13	-2.9	-1.4	/
Oc1ccc2ccccc2c1CN1CCOCC1	10	-3.9	4	0.6	0.4	4	-0.1	-0.3	1.3
CC(C)c1cc(-c2n[nH]c(=S)n2Cc2ccccc2)cs1	6	-0.9	13	2.2	0.7	10	-3.9	-0.5	/
COc1ccc(Cl)cc1N1C(=NC(=O)C2CCCCC2)SC2CS(=O)(=O)CC21 (stereo unspecified)	-1	1.3	12	2.0	-0.6	-3	1.5	-0.4	0.8
COc1ccccc1C1CC(=O)Oc2c(C(C)C)ccc(C)c21 (stereo unspecified)	2	/	49	0.3	-1.3	9	2.3	-13	0.5
CCc1ccc(CCC(=O)Nc2ccccc2C(=O)O)o1	4	1.1	4	/	0.4	9	1.3	i	/
COc1cc(-c2cc[n+](C)cc2)ccc1O	-6	0.7	4	-0.7	67*	11	-1.8	i	4.6
